# Screening data (PubChem BioAssay)
# FID counter: displaces DNA intercalator in HCV helicase counter-screen | DNA fluorescent intercalator displacement, fluorescence | inhibition, % at 7.9 µM | 0.17% of 290,000 active | AID 1845; in the data active = inhibition above about 37%;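 note: 0% = vehicle and 100% = reference compound; higher means more ethidium bromide displaced from hairpin DNA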
# MEKK2mut PB1 HTS: signal of MEK5 binding to mutant human MEKK2 PB1 domain; percent response, % at 10 µM; 0.35% of 290,000 active; AID 1530; bead flow cytometry, Alexa488-MEK5 binding to MEKK2 mutant; in the data active = percent response above about 24%, passing the limit was not always enough; note: inactives centre near 1; some results filed as inactive read as strong as hits; reference of the scale not given here
# NALP1 inh: inhibitors of NALP1 inflammasome in yeast. AID 2071. inhibition, % at 10 µM. 0.61% of 280,000 active. S. cerevisiae NALP1/ASC/caspase-1 growth, X-gal OD620, 72 h; in the data active = inhibition mostly above about 24%, no sharp cut-off; inactive = mostly below about 32%; note: some compounds called inactive have numbers as strong as hits
# PHOSPHO1 inh: blocks human PHOSPHO1 phosphatase activity. inhibition, % at 13.3 µM. 1.1% of 290,000 active. Q8TCT1. AID 1565. recombinant PHOSPHO1, absorbance phosphatase assay; in the data active = inhibition above about 60%
# GPR7 antag: antagonists of human GPR7 (neuropeptides B/W receptor 1) | P48145 | GPR7-expressing cells, fluorescence antagonist assay | inhibition, % at 4.4 µM | 1.1% of 290,000 active; in the data active = inhibition above about 16%, passing the limit was not always enough;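 note: cells stimulated with the agonist NPW; 0% = agonist with vehicle and 100% = vehicle without agonist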
# Target sequence (P48145 whole entry, looked up): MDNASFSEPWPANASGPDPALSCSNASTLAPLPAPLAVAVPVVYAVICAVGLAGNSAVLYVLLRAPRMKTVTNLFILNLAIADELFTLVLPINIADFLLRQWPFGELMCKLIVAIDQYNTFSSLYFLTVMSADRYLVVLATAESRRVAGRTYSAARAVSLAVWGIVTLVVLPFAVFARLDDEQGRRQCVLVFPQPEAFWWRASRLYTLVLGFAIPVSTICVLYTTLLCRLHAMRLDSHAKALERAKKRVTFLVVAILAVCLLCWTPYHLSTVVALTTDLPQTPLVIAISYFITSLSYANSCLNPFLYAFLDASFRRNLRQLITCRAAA
# OXTR agonist: agonists of human oxytocin receptor; P30559; CHO-OTR cells, Fluo-8 calcium fluorescence; normalized: DMSO 0%, oxytocin 100%; activation, % at 3 µM; 0.32% of 320,000 active; AID 2435;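 active = activation above the mean of all tested compounds plus 3 SD, cutoff set per screening run, cut at about 20% in these data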;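 note: peak over basal fluorescence ratio from a 100 s FLIPR kinetic read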
# MEKK3 PB1 HTS: MEKK3-MEK5 PB1 interaction, increase or decrease. 1.4% of 290,000 active. binding response (% of control), % at 10 µM. Q99759. AID 1529. bead-based flow cytometry, Alexa488-MEK5 binding to MEKK3; actives lie on both sides; 0 = blocked by unlabeled MEK5, 100 = vehicle;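 active = binding response more than 3 SD above or below the average of its plate-row segment, actives on both sides; inconclusive = wells at one plate position flagged as instrument error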;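 note: Alexa488 bead fluorescence after subtracting the streptavidin-only scavenger bead signal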
# Target sequence (Q99759 whole entry, looked up): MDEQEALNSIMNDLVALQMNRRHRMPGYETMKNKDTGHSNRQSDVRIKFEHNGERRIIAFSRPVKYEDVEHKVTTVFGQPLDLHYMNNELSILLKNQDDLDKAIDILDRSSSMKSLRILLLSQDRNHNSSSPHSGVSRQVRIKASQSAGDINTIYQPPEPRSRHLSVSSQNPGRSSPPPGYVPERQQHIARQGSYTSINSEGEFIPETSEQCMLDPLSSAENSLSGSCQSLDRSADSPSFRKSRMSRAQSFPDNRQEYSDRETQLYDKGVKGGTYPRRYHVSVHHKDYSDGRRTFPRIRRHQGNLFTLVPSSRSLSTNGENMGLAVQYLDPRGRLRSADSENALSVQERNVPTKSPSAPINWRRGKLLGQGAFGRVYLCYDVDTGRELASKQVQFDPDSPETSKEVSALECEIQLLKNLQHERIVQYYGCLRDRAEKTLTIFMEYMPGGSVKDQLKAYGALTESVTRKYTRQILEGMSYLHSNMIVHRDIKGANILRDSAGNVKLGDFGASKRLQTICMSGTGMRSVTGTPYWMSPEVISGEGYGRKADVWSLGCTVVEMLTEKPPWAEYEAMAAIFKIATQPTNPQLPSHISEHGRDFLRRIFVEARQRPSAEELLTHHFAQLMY
# MEKK2wt PB1 HTS: raises or lowers MEK5 binding to wildtype human MEKK2 PB1 domain; Q9Y2U5; AID 1531; 1.1% of 290,000 active; binding response (% of control), % at 10 µM; bead flow cytometry, Alexa488-MEK5 binding to MEKK2 WT; actives lie on both sides; in the data active = binding response below about 67% or above about 130%; inconclusive = no clear call, values can overlap the other calls; inactive = in between
# PfM18AAP inh: PfM18AAP enzyme inhibition. recombinant PfM18AAP, H-Glu-NHMec fluorogenic cleavage. inhibition, % at 7.35 µM. 1.2% of 290,000 active. AID 1822;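 active = inhibition above the campaign mean inhibition over all tested compounds plus 3 SD, cut at about 28% in these data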;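 note: 0% = plate median of test compound wells and 100% = 2 mM ZnCl2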
# An asterisk follows results filed as active; ? = inconclusive; nt = not tested or not shown.
SMILES,FID counter,MEKK2mut PB1 HTS,NALP1 inh,PHOSPHO1 inh,GPR7 antag,OXTR agonist,MEKK3 PB1 HTS,MEKK2wt PB1 HTS,PfM18AAP inh
CCCCNC(=O)N1CCCC(N(C)CCc2ccc(OC)c(OC)c2)C1 (stereo unspecified),3,24*,12,29,-8,0.4,110,114,2
O=C(N/N=C/c1sc(=O)n(-c2ccccc2)c1Cl)c1ccccc1,-9,-1,34,2,5,-0.2,103,100,10
COC(=O)c1c(-c2ccccc2)csc1N,-2,-3,nt,-6,-6,10,95,89,8
Cc1ccc(-c2cnco2)cc1,3,3,4,20,-2,1.0,105,105,-2
Cc1cc[n+](CCc2ccccc2)cc1C,1,3,20,33,-10,-0.4,104,101,0
OC(CN1CCC(Cc2ccccc2)CC1)c1ccccc1 (stereo unspecified),-3,13,6,22,-18,0.3,106,111,-2
CCOC(=O)C(NC(C)=O)C(=O)Nc1ccc(C)cc1C (stereo unspecified),1,-6,7,8,-4,0.3,98,97,0
O=C(NC(=S)Nc1ccccc1N1CCCCC1)c1ccccc1,-6,-8,10,29,7,-0.9,108,99,2
CCOC(=O)c1ccc(Cn2c(-c3ccccc3)nnc2-c2ccccc2)o1,-28,-3,8,13,-9,-1.9,101,92,-3
COc1cccc(NC(=O)CN(C)S(=O)(=O)c2ccc3c(c2)NC(=O)CS3)c1,-13,-8,40,10,-2,0.7,94,91,-6
O=C(O)c1cc(N/N=C/c2ccncc2)ccc1Cl,1,-3,15,2,-11,0.0,98,93,2
Cc1cc(C)cc(-c2nnc(SCC(=O)c3ccc4c(c3)OCCO4)o2)c1,1,4,-6,-6,-6,0.3,111,100,-1
N#Cc1c(-c2ccc(F)cc2)nc2n(c1=O)CCS2,-1,5,-6,7,8,-0.3,103,103,2
Brc1cccc(-c2nnc3sc(CN4CCC5(CC4)OCCO5)cn23)c1,-18,0,12,28,-4,2.1,98,100,0
Cc1ccc([C@@H]2[C@@H]3C(=O)N(c4ccccc4)C(=O)[C@@H]3[C@]3(C)C(=O)N(Cc4ccc(-c5ccccc5)cc4)CC(=O)N23)o1,-27,8,16,10,4,0.7,102,104,-15
Cc1ccc(-c2nn(C)c(=O)c3ccccc23)cc1CN1CCCCC1,0,6,1,-1,-10,0.1,100,100,0
OCC[C@@H]1C[C@H](O)[C@@H](O)[C@]2(CCCc3ccccc3O2)O1,-3,-5,8,31,-8,0.5,100,100,-7
O=C(NC1(C(=O)NC2CCCC2)CCCCC1)c1ccc2c(c1)OCO2,-6,5,16,-7,7,-1.3,101,106,-1
Cc1cc(NS(=O)(=O)c2ccc(NC(=S)Nc3ccc(Cl)cc3C)cc2)no1,-3,-8,-14,4,-14,0.1,97,94,-2
COc1ccccc1S(=O)(=O)Cc1ccc(C(=O)NCc2ccc3c(c2)OCO3)o1,-17,8,21,-16,-1,0.2,112,117,1

# One compound at a time (already shown). Values in the order: FID counter	MEKK2mut PB1 HTS	NALP1 inh	PHOSPHO1 inh	GPR7 antag	OXTR agonist	MEKK3 PB1 HTS	MEKK2wt PB1 HTS	PfM18AAP inh
# Profile of COC(=O)c1c(-c2ccccc2)csc1N : -2	-3	nt	-6	-6	10	95	89	8
# Profile of Cc1ccc(-c2cnco2)cc1 : 3	3	4	20	-2	1.0	105	105	-2
# Profile of O=C(NC1(C(=O)NC2CCCC2)CCCCC1)c1ccc2c(c1)OCO2 : -6	5	16	-7	7	-1.3	101	106	-1
# Profile of Brc1cccc(-c2nnc3sc(CN4CCC5(CC4)OCCO5)cn23)c1 : -18	0	12	28	-4	2.1	98	100	0
# Profile of COc1ccccc1S(=O)(=O)Cc1ccc(C(=O)NCc2ccc3c(c2)OCO3)o1 : -17	8	21	-16	-1	0.2	112	117	1

# (more compounds)
SMILES,FID counter,MEKK2mut PB1 HTS,NALP1 inh,PHOSPHO1 inh,GPR7 antag,OXTR agonist,MEKK3 PB1 HTS,MEKK2wt PB1 HTS,PfM18AAP inh
Cc1ccc(-c2noc(CCCC(=O)NCC3CCCO3)n2)cc1 (stereo unspecified),-28,0,4,30,-18,5.0,101,97,-1
CC(CCc1ccccc1)NC(=O)c1cccc([N+](=O)[O-])c1 (stereo unspecified),-2,-2,30,1,3,-2.2,92,93,8
CCOc1cc(/C=N/Nc2ncnc(Cl)c2N)ccc1O,-3,-2,6,6,-5,0.2,110,99,15
CCOc1ccccc1N(CC(=O)N1CCCCCC1)S(C)(=O)=O,-8,4,nt,27,1,-0.8,99,105,5
O=C(NCc1ccc2c(c1)OCO2)c1ccc(Cl)c(S(=O)(=O)N2CCOCC2)c1,-6,7,13,5,7,0.0,102,103,-2
CCN1C(=O)c2cccc3c(S(=O)(=O)NCc4ccccn4)ccc1c23,-5,2,0,6,5,-0.6,103,107,7
CNc1ccc(Br)cc(C(=O)/C=C/c2ccc(Cl)cc2Cl)c1=O,-11,-10,-4,4,-1,-0.1,90,72,18
COc1ccc(-c2cnc(SCC(=O)Nc3ccc4c(c3)OCO4)n2Cc2ccco2)cc1,-17,nt,23,102*,22*,nt,nt,nt,4
CC1=NN(C(N)=S)C(=O)C1N=Nc1ccc(F)cc1 (stereo unspecified),-2,6,7,27,-7,nt,101,105,14
OCCNCc1cccc(OCc2ccccc2Cl)c1,11,7,10,21,-9,10,110,118,0
COC(=O)c1cc2ccsc2n1CC(=O)N(C)c1ccccc1,-27,9,17,4,-5,-1.1,109,110,3
C(=N\n1cnnc1)/c1cccc(OCCOc2ccccc2)c1,-8,4,1,-2,11,2.1,99,101,0
COCCn1c(N)c(Sc2ccc(C)cc2)c(=O)[nH]c1=O,-5,3,-2,37,-9,0.2,105,101,-4
Cc1cc(C)cc(OCc2nnc(SCC(=O)N3CCCCC3)o2)c1,-44,1,5,24,-11,-1.1,102,96,2
CN(C1=NS(=O)(=O)c2ccccc21)c1ccc(OC(=O)c2ccccc2)cc1,-5,-7,18,32,-4,1.1,105,95,-16
CCOC(=O)Cc1nnc(NC(=O)CCc2ccccc2)s1,-22,-1,4,nt,4,1.3,106,104,3
COc1ccc(C(OC(=O)c2ccco2)C(=O)NC(C)(C)C)cc1 (stereo unspecified),-8,6,-4,12,4,-1.3,139*,120,-7
CCC(C)NS(=O)(=O)c1ccc(OCC(=O)NCc2ccco2)cc1 (stereo unspecified),-7,-2,18,-17,-7,-0.4,93,89,2
Cc1cccc(NC(=O)CSc2ccc(-c3ccc4c(c3)OCO4)nn2)c1C,-2,0,6,-56,-8,-2.2,109,103,-4
O=C(N/N=C/c1ccc(F)cc1)c1ccc(Br)cc1,-1,6,5,38,-6,-0.9,103,107,-2
CCCCNC(=O)C(=O)N/N=C/c1ccc(OCC(=O)Nc2cccc(OC)c2)c(OC)c1,-3,-1,22,-10,-4,7.1,105,109,2
Clc1ccccc1OCCCCn1ccnc1,0,2,11,13,3,4.0,101,103,2
COc1ccc(Cn2c(=N)c(C(=O)NC3CCCCC3)cc3c(=O)n4ccccc4nc32)cc1,26,-5,22,29,23,-0.9,100,96,-14
O=C(Nc1cc2c(cc1Br)OCCO2)c1ccco1,-5,-3,-4,-38,-6,-0.5,100,99,9
O=C(Nc1ccc(N2CCCCC2)c(Cl)c1)c1ncn[nH]1,-6,5,-9,13,3,-2.0,99,100,7
Cc1cccc(NC(=S)NNC(=O)c2ccc3c(c2)OCO3)c1,-3,-3,23,35,-3,-0.5,100,99,5
COc1ccc(CN2C(=O)c3cccnc3C2=O)cc1S(=O)(=O)NCc1ccc(C)cc1,-30,0,5,17,-10,1.2,101,103,5
O=S1(=O)N=C(N(CCO)/N=C/c2ccccc2)c2ccccc21,-12,3,27,-7,-6,nt,98,101,-13
CCCc1cc(=O)oc2c3c(cc(OCC(=O)NCC4CCC(C(=O)O)CC4)c12)OC(C)(C)CC3 (stereo unspecified),-49,3,12,29,-3,-0.4,100,98,-5
COc1ccc(C(=O)OCC(=O)N2C(C)CCCC2C)cc1[N+](=O)[O-] (stereo unspecified),-1,0,-6,23,-10,-0.7,103,99,2
Cc1ccsc1C(=O)OCC(=O)c1cc2ccccc2o1,-10,-1,19,31,2,-0.8,99,103,-9
CC(C)OCCCNC(=O)C1CC(=O)N(C2CCCCCCC2)C1 (stereo unspecified),-15,10,8,8,-3,-1.9,102,100,-19
Cc1cc(NC(=O)Cc2ccccc2[N+](=O)[O-])no1,0,-1,8,19,-4,-1.1,104,102,-3
CC(NC(=O)/C(C#N)=C/c1cccs1)c1ccccc1 (stereo unspecified),-5,-3,2,21,11,-1.1,108,102,8
N#C/C(=C\c1c(N2CCN(c3ccccc3)CC2)nc2ccccn2c1=O)C(N)=O,-35,1,0,33,-5,nt,106,104,5
CS(=O)(=O)Nc1ccc(Cc2ccc(NS(C)(=O)=O)cc2)cc1,-3,-1,-1,4,3,1.8,101,97,1
O=C(CSc1nc(O)c(Cc2ccccc2)c(=O)n1-c1ccccc1)N1CCOCC1,-6,-1,40*,26,-3,0.3,97,101,2
Cc1ccc(C(=O)O/N=C(\N)c2ccccn2)cc1C,-17,0,13,-23,-9,-0.3,100,99,13
CN(C)c1nc2ccccc2n(C)c1=O,2,2,0,-13,-18,0.4,108,103,1
COc1ccccc1NS(=O)(=O)c1ccc(O)c(C(=O)OCC(=O)N2CCc3ccccc32)c1,-9,-14,nt,44,-18,-1.7,97,94,1
CCCc1ccc(Oc2cc(C)nc(N3CCOCC3)n2)cc1,-11,4,5,-8,-14,-1.2,101,100,1
COc1ccc(NC2=C(C(C)=O)C(c3ccc(OC)c(OC)c3)C(C(C)=O)C(C)(O)C2)cc1 (stereo unspecified),-10,4,0,6,-8,-0.1,120,97,10
Cc1ccccc1-c1nc(SCc2ccccn2)c2c(=O)n(C)c(=O)n(C)c2n1,4,-3,-9,43,10,-1.2,97,94,-16
CCCCn1cnc2cc(NCc3cccc(OC)c3O)ccc21,0,-1,-31,-1,-2,13,95,96,21
Cc1cc(C)c(C(=O)COC(=O)c2cccc(S(=O)(=O)NCc3ccccc3)c2)cc1C,-19,3,29,11,-21,0.7,107,100,-6
O=C(CN(Cc1ccco1)C(=O)CNS(=O)(=O)c1ccccc1)NCc1ccccc1,-26,4,16,0,-5,-1.4,101,100,-31
CC1=C(C(N)=O)C(c2ccccn2)n2nc(-c3ccccc3Cl)nc2N1 (stereo unspecified),0,0,9,6,-12,nt,98,100,-2
Cc1cccc(N2CCN(S(=O)(=O)c3cccs3)CC2)c1C,-20,-2,-11,51,-8,-1.4,100,96,2
O=C(/C=C/c1ccccc1)NC(NC(=S)Nc1cccc(Cl)c1)C(Cl)(Cl)Cl (stereo unspecified),6,4,8,18,3,5.1,110,108,4
COCC(=O)OCC(=O)Nc1cc(C(C)(C)C)nn1-c1ccccc1,-5,7,59,7,3,1.1,104,104,-3
COC(=O)CSc1nc2[nH]ncc2c(=O)[nH]1,-1,-11,14,48,5,-0.4,79,81,19
Cc1ccc(C(=O)OCC(=O)NC2CCCC2)cc1,-6,4,12,5,-3,-0.2,104,104,-1
O=C(Oc1cccc2c(=O)[nH]ccc12)c1ccccc1,-2,20,18,-38,6,5.0,112,113,-7
O=C1C(c2ccnc3ccccc23)=C(O)c2ccccc21,1,0,-1,-6,-2,-0.9,91,?,-7
Cc1ccsc1C(=O)Nc1nnc(-c2ccco2)o1,-4,-1,28,21,2,0.5,96,99,20
COc1ccc(-c2nc(-c3ccccc3)c(-c3cccs3)[nH]2)cc1OC,-8,0,14,35,2,-1.4,104,104,-11
COc1ccc(/C=C/C(=O)O)cc1S(=O)(=O)N1CCC(C)CC1,-12,21,-3,36,-13,-0.6,111,109,1
O=C1N/C(=C\c2nc3ccccc3s2)c2ccccc21,-9,2,16,47,-4,-0.7,94,94,8
